RGS7-Gao reg – modulates binding of RGS7 to human Galphao; P09471; Multiplexed bead flow cytometry; actives lie on both sides; binding response (% of control), % at 10 µM; hit rate 0.35% among 220,000; AID 1439; in the data active means binding response below about 49% or above about 150%; inconclusive means no clear call, values can overlap the other calls; inactive means in between;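 further: fluorescent Galphao held in activated GDP-AlF4 state binding bead-coupled RGS7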
Bim-Bcl-XL – inhibitors of Bim-Bcl-XL interaction, human; hit rate 0.04% among 190,000; inhibition, % at 10 µM; AID 1007; Bim peptide-Bcl-XL binding, bead flow cytometry, fluorescence; Q07817
Target sequence (Q07817 whole entry, looked up): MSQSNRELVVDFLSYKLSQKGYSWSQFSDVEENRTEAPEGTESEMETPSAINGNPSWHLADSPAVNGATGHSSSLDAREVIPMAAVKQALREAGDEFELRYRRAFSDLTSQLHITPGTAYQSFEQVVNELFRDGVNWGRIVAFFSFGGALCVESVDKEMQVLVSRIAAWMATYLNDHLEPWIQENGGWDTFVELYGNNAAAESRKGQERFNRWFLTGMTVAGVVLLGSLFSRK
Bcl-W Bim block – human Bim-Bcl-W interaction inhibition; Q92843; bead-based flow cytometry, Bim peptide-Bcl-W binding; inhibition, % at 10 µM; hit rate 0.02% among 190,000;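 further: 0% = bound tracer without compound and 100% = peptide blocker; higher means less fluorescent Bim peptide bound to Bcl-W beads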
Target sequence (Q92843 whole entry, looked up): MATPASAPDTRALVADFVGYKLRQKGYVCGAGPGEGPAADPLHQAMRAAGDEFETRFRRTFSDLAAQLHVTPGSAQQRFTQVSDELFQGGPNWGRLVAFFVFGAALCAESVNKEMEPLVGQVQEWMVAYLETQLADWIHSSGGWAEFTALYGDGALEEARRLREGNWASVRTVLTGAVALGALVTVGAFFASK
Bim-Bcl-B – inhibitors of Bim-Bcl-B interaction, human. Q9HD36. bead-based flow cytometry, Bim peptide-Bcl-B binding. inhibition, % at 10 µM. hit rate 0.073% among 190,000;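 further: 0% = tracer peptide without compound and 100% = reference inhibitor peptide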
Target sequence (Q9HD36 whole entry, looked up): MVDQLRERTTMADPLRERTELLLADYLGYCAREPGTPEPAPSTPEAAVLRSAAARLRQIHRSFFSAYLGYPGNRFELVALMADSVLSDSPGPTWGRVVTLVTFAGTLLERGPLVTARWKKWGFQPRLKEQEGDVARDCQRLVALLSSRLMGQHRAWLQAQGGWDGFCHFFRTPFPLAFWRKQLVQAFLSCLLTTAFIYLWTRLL
Bfl-1 Bim block – disrupts Bim binding to human Bfl-1; Q16548; Bead-based flow cytometry, Bim-Bfl-1 binding inhibition; inhibition, % at 10 µM; hit rate 0.12% among 190,000;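 further: 0% = wells without compound plus tracer and 100% = blocker peptide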
Bcl-2 Bim block – disrupts Bim peptide binding to human Bcl-2; P10415; Bead-based flow cytometry, Bim peptide-Bcl-2 binding; inhibition, % at 10 µM; hit rate 0.06% among 190,000; AID 950; in the data active means inhibition above about 40%; inconclusive means no clear call, values can overlap the other calls;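 further: 0% = no compound wells with probe peptide and 100% = reference peptide inhibitor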
Bim-Mcl-1 – disrupts Bim peptide binding to human Mcl-1. Q07820. Bead-based flow cytometry, Bim peptide-Mcl-1 binding. inhibition, % at 10 µM. hit rate 0.1% among 190,000. AID 1009;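 further: 0% = no compound tracer wells and 100% = peptide blocker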
Target sequence (Q07820 whole entry, looked up): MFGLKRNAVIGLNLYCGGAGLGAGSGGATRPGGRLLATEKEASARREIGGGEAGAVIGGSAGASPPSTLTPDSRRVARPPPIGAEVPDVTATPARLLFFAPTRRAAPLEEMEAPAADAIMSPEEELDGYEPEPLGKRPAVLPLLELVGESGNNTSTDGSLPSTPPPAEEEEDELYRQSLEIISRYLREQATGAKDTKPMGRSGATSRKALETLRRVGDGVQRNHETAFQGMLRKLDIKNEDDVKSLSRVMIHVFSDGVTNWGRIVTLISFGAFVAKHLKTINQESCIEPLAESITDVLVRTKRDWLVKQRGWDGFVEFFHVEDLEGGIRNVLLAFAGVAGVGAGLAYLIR
GSH bead fluor – GSH bead compound fluorescence profile. hit rate 0.25% among 190,000. AID 1776. GSH beads flow cytometry, compound fluorescence 488/530 nm; hits give high values. fluorescence (KMESF) at 10 µM; in the data active means fluorescence above about 89;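 further: glutathione beads carrying GST-tagged Bcl family fusion proteins plus one bare bead set; values are compound well signal with DMSO vehicle wells as background; inactives centre near 16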
RGS4-Gao reg – modulates binding of RGS4 to human Galphao; AID 1415; P09471; Multiplexed bead flow cytometry; actives lie on both sides; hit rate 0.33% among 220,000; binding response (% of control), % at 10 µM; in the data active means binding response below about 49% or above about 150%; inactive means in between;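 further: fluorescent Galphao activated with aluminum fluoride binding bead-coupled RGS4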
RGS8-Gao – modulates binding of RGS8 to human Galphao | multiplexed bead flow cytometry; actives lie on both sides | hit rate 0.34% among 220,000 | AID 1423 | response (percent of control binding), % at 10 µM | P09471; in the data active means response below about 60% or above about 140%; inactive means in between;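 further: Galphao activated as the GDP aluminium fluoride complex binding bead-coupled RGS8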
Mcl1-Bid inh – Mcl-1/Bid interaction inhibition; Q07820; AID 1021; inhibition, % at 21.7 µM; hit rate 0.97% among 220,000; TR-FRET Mcl-1/Bid-Dy647 peptide binding, 1536-well;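 active means compounds that cut the binding signal by more than half at the single screening dose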;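 further: His-tagged Mcl-1 with europium anti-His antibody binding Bid BH3 peptide; 0% = Mcl-1 plus peptide wells and 100% = peptide-only wells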
* marks the source's active call; other numbers are inactive results; ? = inconclusive; & = joins results of further samples. Unless noted, no stated cut-off is given here; in the data, active means inhibition above about 40%.

SMILES	RGS7-Gao reg	Bim-Bcl-XL	Bcl-W Bim block	Bim-Bcl-B	Bfl-1 Bim block	Bcl-2 Bim block	Bim-Mcl-1	GSH bead fluor	RGS4-Gao reg	RGS8-Gao	Mcl1-Bid inh
Cc1cc(C)c(C#N)c(SCc2nnc(-c3ccccc3)o2)n1	100	-5	-2	-10	-16	-8	-3	15	103	102	-20
Cc1oc(-c2ccc(-c3ccccc3)cc2)nc1CN1CCN(CC(=O)N(C)C)CC1	101	-8	-5	-4	-8	-3	-1	13	101	99	-36
Cc1nnc(N2CCN(Cc3ccccc3)CC2)[nH]c1=O	100	-5	0	-1	-5	-3	-1	78	103	99	-23
CC1Cn2c(nnc2-c2cc3ccccc3cc2O)S1 (stereo not drawn)	101	-4	0	-3	0	-4	-2	26	104	96	-30
COc1ccc(-n2cnc3cc(NCc4ccco4)ccc32)cc1	101	0	7	-6	-6	0	3	15	102	101	-87
CC1(C)C2([N+](=O)[O-])CN(CCO)CC1([N+](=O)[O-])CN(CCO)C2	97	-3	-3	1	0	0	0	11	98	100	-5
CC(C)C(NC(=O)OCc1ccccc1)C(=O)NCc1ccc(C(=O)O)cc1 (stereo not drawn)	99	-7	-1	-7	-2	-3	-5	5	105	105	-6
CCN(C(=O)CSc1nc2ccccc2n1CCc1ccccc1)C1CCS(=O)(=O)C1 (stereo not drawn)	99	-8	-4	-46	12	-5	-6	17	95	95	-39
CC1(C)CC(=O)C2=C(C1)OC(N)=C(C#N)C2c1ccsc1 (stereo not drawn)	106	-3	0	-9	-11	-6	-2	18	101	98	-31
COc1ccc(OCC(O)Cn2c(=N)n(CCN3CCOCC3)c3ccccc32)cc1 (stereo not drawn)	98	-2	-2	-3	-2	-1	-5	15	100	100	-5
C=CCOc1ccc(/C=N/N2C(=O)C(CC(=O)Nc3ccc(F)cc3F)SC2=NC)cc1 (stereo not drawn)	106	-7	-3	-9	-13	-5	-2	17	105	100	-3
C/C(N)=C(/C#N)C(=O)CSc1nnc(Nc2ccccc2C)s1	98	0	0	-4	-12	-2	0	3	99	100	-7
O=C(CSc1nc2cc(Cl)ccc2c(=O)n1Cc1ccco1)Nc1ccc(S(=O)(=O)N2CCOCC2)cc1	97	-10	-3	-7	0	-2	-4	6	97	97	-23
COc1cccc(NC(=O)N2CCCC(C(=O)Nc3ccccc3OC)C2)c1 (stereo not drawn)	95	-1	-2	0	-1	3	0	19	99	99	-34
Cc1cc(NC(=O)CCC(=O)N(CC(=O)NCC2CCCO2)Cc2ccc(F)cc2)no1 (stereo not drawn)	100	0	0	-1	0	4	3	16	100	102	-3
CCCNC(=O)CSc1nnc(-c2ccccc2Br)n1-c1cccc(C(F)(F)F)c1	101	-3	0	-3	8	-4	-3	13	102	102	-21
CCn1c(COc2ccc(OC)cc2)nnc1SCc1nc2ccccc2c(=O)[nH]1	101	-1	-4	-8	-5	-3	14	14	99	102	-2
C=COCCNC(=S)N1CCOCCOCCN(C(=S)NCCOC=C)CCOCCOCC1	100	-4	-1	-6	-8	-4	-1	55	100	99	-25
O=C(Cn1cc([N+](=O)[O-])cn1)N1CCCc2ccccc21	101	-3	-4	-8	-6	-4	-3	14	100	102	-10
COC(=O)C1C(=O)OC(C)(C)C1C(C)C(=O)c1ccccc1 (stereo not drawn)	96	-5	-7	-6	-4	-9	-3	8	100	100	-2
NCCNc1ccc2nnnn2n1	103	-1	0	-3	-3	0	0	8	103	110	-17
O=C(NCc1ccccc1)C1=C[C@@H](c2coc3ccccc3c2=O)C[C@@H](OCc2ccc(CO)cc2)O1	102	0	-1	0	5	0	0	20	102	96	9
CCOc1cccc(NC(=O)c2cccc(F)c2)c1	100	-4	-4	-4	-6	-2	-1	9	102	100	-9
CCCC/C(=N\NC(=O)c1ccc(Br)o1)c1ccccc1	101	-8	-3	-9	-3	-5	-6	11	104	103	7
O=c1c2c(-c3ccccc3)csc2ncn1/N=C/c1ccc(O)c([N+](=O)[O-])c1	106	2	-3	4	7	0	-4	16	103	102	23
CCOc1ccc(-n2c(O)c(/C=N/Nc3nc(C)cc(C)n3)c3ccccc3c2=O)cc1	128	0	0	-2	-3	-1	-1	12	97	95	-54
O=C(Nc1ccc(Br)cn1)c1ccc([N+](=O)[O-])cc1Cl	106	-5	-7	-6	1	0	-4	23	100	101	-17
O=C(COC(=O)Cc1ccsc1)Nc1ccc(Cl)c(S(=O)(=O)N2CCOCC2)c1	105	-6	-2	-3	-3	-5	-5	12	105	104	-31
COc1ccc(C(=O)CN2CC(C)SC2=Nc2ccc(Cl)cc2)cc1 (stereo not drawn)	96	-4	-1	-6	2	-6	0	11	100	100	-7
CCN(Cc1cnn(C)c1)Cc1nc(Cc2ccccc2Cl)no1	97	-3	-2	0	-2	-2	0	10	99	100	-18
O=C(NC1=NCCS1)c1ccc(Cl)c(S(=O)(=O)N2CCCCCC2)c1	?	4	2	5	4	2	1	13	97	99	-2
O=C(Nc1ccc(-c2nnco2)cc1)c1ccccc1	104	-1	0	-3	1	-3	-2	20	101	101	1
CCn1c(SCC(=O)Nc2ccc3c(c2)OCCO3)nnc1-c1ccccn1	105	-1	2	4	2	3	6	13	111	103	-38
CCOc1cc(CNc2ccccc2)cc(Br)c1OCc1ccc(F)cc1	103	-2	-4	-2	1	2	-1	24	101	99	-32
CC(Cc1ccsc1)NC(=O)CCc1nnc(CCc2ccccc2)o1 (stereo not drawn)	98	2	-2	-2	-5	-6	-2	19	99	99	-45
COc1cc2nc(CN3C(=O)c4ccccc4C3=O)oc(=O)c2cc1OC	100	-12	1	-7	-10	-6	0	49	101	102	-9
Cc1ccc(S(=O)(=O)/N=C(\CN2CCCCC2)N2CCOCC2)cc1	105	-1	0	-6	-8	-7	0	5	106	103	-19
Cc1ccc(C(=O)CSc2nccn2-c2ccccc2)cc1	101	-3	-2	-8	2	0	-1	11	98	98	-54
CCOC(=O)c1c(NC(=O)C2CCCO2)sc(C)c1C (stereo not drawn)	100	-3	0	-3	-6	-4	1	12	102	101	-10
O=C(CC1CCCCC1)N1CCCC(c2nc(-c3ccc(S(=O)(=O)N4CCCC4)cc3)no2)C1 (stereo not drawn)	104	-2	2	-5	-10	-4	-2	41	104	101	-20
S=c1[nH]nc(-c2cccnc2)n1-c1ccc2c(c1)OCCO2	102	-4	-2	-12	-5	0	0	9	102	101	-35
CCOC(=O)N1CCN(C(=O)CCn2nc(-c3ccccc3)ccc2=O)CC1	99	0	0	2	-1	2	0	17	105	102	-8
CP(C)(=O)CCP(=O)(c1ccccc1)c1ccccc1	110	-8	-3	-7	-15	-6	-5	18	107	105	-10
N#C/C(=N\O)c1nc(-c2ccccc2)cs1	94&98	-6&-2	-4&0	-6&-1	-2&-1	1&-1	-4&0	30&66	91&96	97&97	-2&-12
COc1ccc(Cl)cc1N(CC(=O)N1CCCCC1)S(C)(=O)=O	99	-3	-4	-5	-6	-9	-1	51	101	102	8
CCCCC(=O)Nc1ccc(NC(=O)c2cc(OC)c(OC)c(OC)c2)cn1	102	-4	-2	-7	-10	-5	-5	25	102	102	-27
Cc1ccc(S(=O)(=O)N2c3ccc(S(N)(=O)=O)cc3CC2C)cc1 (stereo not drawn)	100	-6	-6	-6	-2	-3	-5	23	101	101	4
CCC(C)NC(=O)CC(NS(=O)(=O)c1ccc(NC(C)=O)cc1)C(C)C (stereo not drawn)	102	-6	-3	-3	-5	-3	0	11	101	100	7
CC(C)CN(C(=O)COC(=O)CCc1c[nH]c2ccccc12)C1CCS(=O)(=O)C1 (stereo not drawn)	98	-4	0	-4	-9	-9	0	14	99	98	-39
CCCCC(c1nnnn1CC1CCCO1)N1CCN(Cc2ccccc2)CC1 (stereo not drawn)	105	-17	-24	-17	-12	-23	-15	25	104	108	45
Cc1cc(NC(=O)CN2C(=O)/C(=C/c3cccc(Br)c3)SC2=S)no1	114	0	-4	-7	-9	-5	-2	10	116	118	-1
O=C(Cc1cccc2ccccc12)NNC(=O)Nc1cccc(Cl)c1	100	-2	1	-4	-5	-1	2	15	102	100	-13
Cc1ccc(C(OC(=O)c2ccco2)C(=O)NCc2cccs2)cc1 (stereo not drawn)	96	-2	-2	-1	-2	1	-2	9	99	97	-10
COc1ccc(CCNC(=O)CSc2ccsc2[N+](=O)[O-])cc1OC	95	-4	-4	-5	-4	-1	-5	8	98	101	-12
Cc1ccc2nc(SCC(=O)Nc3ccc(C)c([N+](=O)[O-])c3)[nH]c2c1	82	17	14	10	26	8	17	13	87	79	-37
O=C(CSc1nc2ccccc2c(=O)n1CCCN1CCOCC1)c1c[nH]c2ccccc12	105	-3	-3	-5	1	-2	-2	17	103	129	-29
CCN(CC)S(=O)(=O)c1cccc(NC(=O)COC(=O)C2CC3C=CC2C3)c1 (stereo not drawn)	?	-2	-2	-5	-4	-2	-2	18	104	103	-23
COCCOC(=O)C1=C(C)Nc2nc(C)nn2C1c1ccccc1 (stereo not drawn)	105	0	-4	-2	-2	-2	-2	18	108	106	-10
Cc1sc2ncnc(NCC(c3ccco3)N3CCCC3)c2c1C (stereo not drawn)	102	0	0	-2	0	-5	-5	25	103	103	2
COCCNS(=O)(=O)c1cccc2cccnc12	101	-3	1	-3	-7	-4	1	19	104	99	-13

(more compounds)
SMILES	RGS7-Gao reg	Bim-Bcl-XL	Bcl-W Bim block	Bim-Bcl-B	Bfl-1 Bim block	Bcl-2 Bim block	Bim-Mcl-1	GSH bead fluor	RGS4-Gao reg	RGS8-Gao	Mcl1-Bid inh
CC(=O)N1CCc2cc(S(=O)(=O)N3CCOCC3)ccc21	98	-2	3	-5	-14	-8	11	43	101	97	2
O=C(CN1CCN(C/C=C/c2ccccc2)CC1)Nc1ccc(F)cc1F	98	-1	-2	-4	-8	-4	0	11	101	101	-13
O=C(COc1cccnc1[N+](=O)[O-])NCCc1ccccc1	100	-2	-2	0	1	0	0	64	103	101	-1
O=C(Nc1cccnc1)c1cnn2cccnc12	98	-2	-5	-10	-10	-4	-2	35	104	103	-18
COCCNC(=S)NC1CC2CCC(C1)N2Cc1ccccc1 (stereo not drawn)	105	0	0	0	-7	0	2	21	107	101	-20
Cc1c(Cl)cccc1Nc1ccccc1C(=O)O	120	-1	1	-1	-4	0	0	13	117	119	4
O=C1CCC(C(=O)O)(c2ccccc2)C1 (stereo not drawn)	96	-1	0	-4	-7	-8	2	14	103	102	13
COc1ccc(C2CC(=O)C3=C(C2)NC(C)=C(C(=O)Nc2ccccc2C)C3c2coc3ccc(C)cc3c2=O)cc1OC (stereo not drawn)	99	-4	-8	-8	-7	-3	-5	10	104	102	-29
Cc1ccc(S(=O)(=O)CCC(=O)NCCN2C(=O)S/C(=C\c3ccccc3)C2=O)cc1	102	-3	-4	-10	-7	-3	-4	15	98	100	-11

In the list so far, these contain a COOH group:
SMILES	RGS7-Gao reg	Bim-Bcl-XL	Bcl-W Bim block	Bim-Bcl-B	Bfl-1 Bim block	Bcl-2 Bim block	Bim-Mcl-1	GSH bead fluor	RGS4-Gao reg	RGS8-Gao	Mcl1-Bid inh
CC(C)C(NC(=O)OCc1ccccc1)C(=O)NCc1ccc(C(=O)O)cc1 (stereo not drawn)	99	-7	-1	-7	-2	-3	-5	5	105	105	-6
Cc1c(Cl)cccc1Nc1ccccc1C(=O)O	120	-1	1	-1	-4	0	0	13	117	119	4
O=C1CCC(C(=O)O)(c2ccccc2)C1 (stereo not drawn)	96	-1	0	-4	-7	-8	2	14	103	102	13

Assay outcomes deposited in PubChem BioAssay by several laboratories.
